Screening data: PubChem BioAssay, The Scripps Research Institute Molecular Screening Center
FBW7 act: human FBW7 E3 ligase activation, primary screen; AlphaScreen FBW7–phospho-cyclin E peptide binding, activator screen; normalized activity (activation), % at 26.1 µM; actives 0.13% (n = 650,000); in the data active = normalized activity above about 1.9%;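 note: purified mutant Fbw7 with reduced substrate affinity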
Target sequence (Q969H0 whole entry, looked up): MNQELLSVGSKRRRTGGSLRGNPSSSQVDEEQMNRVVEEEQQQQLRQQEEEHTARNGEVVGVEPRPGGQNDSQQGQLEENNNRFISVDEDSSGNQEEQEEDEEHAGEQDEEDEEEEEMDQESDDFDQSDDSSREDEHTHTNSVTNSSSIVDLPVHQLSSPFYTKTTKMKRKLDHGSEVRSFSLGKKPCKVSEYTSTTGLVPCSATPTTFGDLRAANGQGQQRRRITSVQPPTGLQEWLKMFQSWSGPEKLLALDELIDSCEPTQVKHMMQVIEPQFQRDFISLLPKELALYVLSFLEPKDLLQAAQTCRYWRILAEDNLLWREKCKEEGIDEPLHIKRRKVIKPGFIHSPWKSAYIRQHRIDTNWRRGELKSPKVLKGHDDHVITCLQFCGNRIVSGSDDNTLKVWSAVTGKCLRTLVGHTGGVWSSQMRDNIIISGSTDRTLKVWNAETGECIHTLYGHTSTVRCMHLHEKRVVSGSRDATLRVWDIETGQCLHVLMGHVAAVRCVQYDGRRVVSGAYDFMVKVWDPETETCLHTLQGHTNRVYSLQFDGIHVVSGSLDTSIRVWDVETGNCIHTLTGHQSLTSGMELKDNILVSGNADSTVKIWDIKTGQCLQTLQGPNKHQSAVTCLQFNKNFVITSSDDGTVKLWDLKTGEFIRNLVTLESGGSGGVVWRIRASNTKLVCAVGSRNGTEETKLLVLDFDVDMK
GPR151 activ: activates the human receptor GPR151; Q8TDV0; activation, % at 11.2 µM; PathHunter beta-arrestin GPR151 cells, luminescence; actives 1% (n = 650,000); in the data active = activation above about 4.9%;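 note: 0% = median of compound wells and 100% = cells with positive control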
Target sequence (Q8TDV0 whole entry, looked up): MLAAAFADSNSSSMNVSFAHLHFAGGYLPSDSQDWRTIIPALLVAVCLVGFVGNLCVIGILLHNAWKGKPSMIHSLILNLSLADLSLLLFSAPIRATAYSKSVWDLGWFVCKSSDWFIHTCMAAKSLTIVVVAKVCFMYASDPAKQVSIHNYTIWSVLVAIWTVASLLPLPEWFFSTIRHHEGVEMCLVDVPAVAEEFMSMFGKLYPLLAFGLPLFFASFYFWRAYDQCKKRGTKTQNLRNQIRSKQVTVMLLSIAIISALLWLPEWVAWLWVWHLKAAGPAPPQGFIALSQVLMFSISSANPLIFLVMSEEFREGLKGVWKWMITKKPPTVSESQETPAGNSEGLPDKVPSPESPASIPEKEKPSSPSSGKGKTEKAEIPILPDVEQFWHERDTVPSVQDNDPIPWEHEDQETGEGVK
TEAD-YAP inh: TEAD-YAP interaction inhibition | inhibition, % at 9.12 µM | HEK-TIYL cells, TEAD-Gal4/YAP UAS-luciferase luminescence | actives 1.4% (n = 640,000); in the data active = inhibition above about 32%;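 note: 0% = median of test compound wells and 100% = reference inhibitor wells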
MITF inh: human MITF inhibition, primary screen; inhibition, % at 2.6 µM; AlphaScreen MITF homodimerization, bead proximity signal; AID 1259374; actives 0.91% (n = 650,000); in the data active = inhibition above about 50%;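 note: 0% = vehicle wells with protein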
An asterisk follows results filed as active.

#	Molecule	FBW7 act	GPR151 activ
1	O=C(COC(=O)c1cc2ccccc2cc1O)c1ccc(OCc2ccccc2)cc1	-0.2	-0.1
2	CC12CN(C(=O)CBr)CC(C)(CN(C(=O)CBr)C1)C2=O	0.5	0.1
3	Cn1cccc1CN(C(=O)c1cc(=O)c2ccccc2o1)C1CC1	0.2	2.1
4	CC(C)(C)NC(=S)Nc1ccc(Br)cc1	0.3	0.1
5	Cc1ccc(N2C(=O)c3ccc(C(=O)N4CCN(c5ccccc5)CC4)cc3C2=O)cc1C	-0.1	1.2
6	O=c1cc(-c2ccc(F)cc2)ncn1Cc1ccccc1F	-0.1	0.8
7	CCN1/C(=C/c2cccc[n+]2C)Sc2ccc(OC)cc21	0.0	0.2
8	CC12c3ccccc3C(c3ccccc31)C1C(=O)N(c3ccc(C(=O)O)cc3)C(=O)C12 (centres undefined)	-0.1	-0.4

#	TEAD-YAP inh	MITF inh
1	-4	6
2	-1	15
3	-5	22
4	-15	23
5	-1	-6
6	-17	4
7	84*	2
8	9	-4

Continued.
#	Molecule	FBW7 act	GPR151 activ
9	CCCOc1cccc(OCCCN2CCN(C)CC2)c1	-0.2	0.7
10	Cc1ccc(CNC(=O)CN2CCC(C(N)=O)CC2)cc1	-0.1	0.3
11	CN(c1ccccc1)C1c2cccc3cccc(c23)C1NS(C)(=O)=O (centres undefined)	0.1	-1.2
12	c1ccc2c(c1)-c1ccccc1C2Sc1nc2ccccc2s1	0.0	-0.4
13	CC(C)n1cnc2c(NC3CCN(Cc4ccccc4)CC3)nc(N3CCN(Cc4ccc5c(c4)OCO5)CC3)nc21	-0.4	0.4
14	Cc1ccc(NCc2nc3c(c(=O)n(C)c(=O)n3C)n2CC(N)=O)cc1	-0.3	-2.2
15	O=C(N/N=C/c1cccc2ccccc12)c1ccc(CN2CCOCC2)cc1	0.3	-2.3
16	CC(C)(C)c1ccc(C(=O)NNC(=S)NC(=O)c2cccnc2)cc1	-0.2	-0.7

#	TEAD-YAP inh	MITF inh
9	-6	-1
10	-2	7
11	-4	12
12	0	17
13	12	26
14	4	-8
15	14	16
16	-14	-3

Carrying on.
#	Molecule	FBW7 act	GPR151 activ
17	O=C(CSc1nnc(-c2c[nH]c3ccccc23)o1)NC1CCCC1	0.4	0.3
18	O=c1[nH]c(=S)[nH]c(O)c1/C=C1\C=NN=C1c1ccccc1	0.2	2.7
19	CCCN(CCC)S(=O)(=O)c1ccc(F)c(C(=O)Nc2cc(C)cc(C)c2)c1	0.8	-1.2
20	Cc1ccc(-c2nc(Cn3ncc(Cl)c(Cl)c3=O)cs2)cc1	0.4	-0.2
21	CCN(CC)c1ccc2cc(-c3nc(-c4ccc(C)cc4C)cs3)c(=O)oc2c1	0.0	0.0
22	CCOC(=O)N1CCC(NC(=O)c2cc(S(=O)(=O)N3CC(C)CC(C)C3)ccc2F)CC1 (centres undefined)	-0.3	1.4
23	Cc1cccc(NC(=O)c2cccc([N+](=O)[O-])c2C)n1	1.1	2.9
24	O=C1c2ccccc2C(=O)c2cc(S(=O)(=O)O)c(O)cc21	-1.0	-1.0

#	TEAD-YAP inh	MITF inh
17	-20	6
18	2	1
19	-4	10
20	10	14
21	-16	-21
22	5	2
23	6	9
24	0	64*

Other records:
#	Molecule	FBW7 act	GPR151 activ
25	COc1ccc(C(=O)N/N=C(\C)CC(=O)Nc2cc3oc4ccccc4c3cc2OC)cc1	0.3	0.3
26	NC(=O)CCc1nc2cc(Cl)ccc2n(Cc2ccccc2)c1=O	0.0	0.3
27	Cc1cc(NC(=O)CCC(=O)O)ccc1NC(=O)c1ccccc1	1.8	-2.3
28	COCCN1C(=O)c2ccccc2C(C(=O)N2CCN(c3cccc(Cl)c3)CC2)C1c1ccc(F)cc1 (centres undefined)	0.3	-1.7
29	O=C(Nc1cccc(F)c1)/C(=C/c1ccco1)NC(=O)c1ccco1	-0.1	-0.7
30	CCOC(=O)c1ccc(S(=O)(=O)N(CCO)Cc2cc3cc(C)ccc3[nH]c2=O)cc1	0.6	-2.3
31	CCOP(=O)(NCCc1ccc(OC)c(OC)c1)OCC	0.0	-0.5
32	Cc1sc2ncn(CC(=O)NCc3cccnc3)c(=O)c2c1S(=O)(=O)N1CCOCC1	0.3	0.3

#	TEAD-YAP inh	MITF inh
25	-23	-4
26	-1	-7
27	-7	12
28	-1	25
29	-7	-6
30	-1	3
31	3	1
32	-9	1

Additional compounds.
#	Molecule	FBW7 act	GPR151 activ
33	COc1cccc(N2CCN(C(=O)CSCc3ccc(F)cc3)CC2)c1	0.7	-1.3
34	c1ccc(OCCNc2cc(Nc3nccc4ccccc34)ncn2)cc1	0.1	-1.5
35	N#CCOc1ccccc1/C=C(\C#N)C(=O)NCC1CCCO1 (centres undefined)	-0.1	-0.2
36	N#Cc1ccc(NC(=O)C(=O)NC2CC2)cc1	0.1	0.5
37	COc1cc(C(=O)Nc2nnc(C)s2)cc(OC)c1OC	0.1	0.2
38	CCOC(=O)CSc1nc2ccc(Nc3nc(N4CCOCC4)nc(N4CCOCC4)n3)cc2s1	-0.1	2.3
39	O=C(O)CSc1ccc(S(=O)(=O)Nc2cccc(C(F)(F)F)c2)cc1[N+](=O)[O-]	0.1	-0.2
40	Cc1ccc(C)c(NC(=O)Cn2cc([N+](=O)[O-])cn2)c1	0.3	2.6

#	TEAD-YAP inh	MITF inh
33	7	4
34	-6	19
35	6	-6
36	2	-18
37	1	4
38	-1	23
39	-1	-9
40	-3	15

Remaining list, next part.
#	Molecule	FBW7 act	GPR151 activ
41	Cn1c(=O)cc(NC2CC2)n(Cc2ccccc2)c1=O	0.1	1.1
42	Cc1cc(Br)ccc1NC(=O)Cn1cnc2scc(-c3ccccc3)c2c1=O	-0.1	1.0
43	CCOC(=O)c1c(NC(=O)Cn2cnc3sc(C)c(C)c3c2=O)sc2c1CCCC2	-0.1	0.5
44	CC12CCC(C(=O)N(CCCN3CCN(Cc4ccccc4)CC3)C1=O)C2(C)C (centres undefined)	0.0	-0.5
45	CSc1ccc(Cn2nnc(C(=O)Nc3ccc(Cl)cc3)c2N)cc1	0.0	1.4
46	CC(C)OCCCNC(=O)C1CC(=O)N(c2ccc(Cl)cc2)C1 (centres undefined)	-0.2	1.0
47	O=C(CN1C(=O)NC(Cc2ccccc2)(Cc2ccccc2)C1=O)NCCc1ccccc1	-0.2	0.8
48	COc1ccc(S(=O)(=O)N2CCN=C2SCc2cccc([N+](=O)[O-])c2)cc1	-0.1	1.8

#	TEAD-YAP inh	MITF inh
41	2	-12
42	5	4
43	-3	7
44	6	16
45	-6	2
46	-5	-6
47	3	-8
48	-3	0

(listing goes on)
#	Molecule	FBW7 act	GPR151 activ
49	CCOC(=O)C(C)N1N=C(/C=C/c2ccc(C)cc2)CCC1=O (centres undefined)	0.0	0.9
50	CSc1cc(C)nc(N(C)C(C)=O)n1	-0.3	-0.9
51	CC(C)Oc1ccc(C(=O)NC2CCS(=O)(=O)C2)cc1 (centres undefined)	0.0	0.8
52	COc1ccccc1NC1c2ccccc2C(=O)N1c1ccccn1 (centres undefined)	-0.1	-1.2
53	CCOc1ccc(C2C(C(=O)Nc3ccc(C)cc3C)=C(C)Nc3nnnn32)cc1OC (centres undefined)	0.1	2.1
54	COc1ccc(N2CCCCn3c2nc2c3c(=O)n(C)c(=O)n2C)cc1	0.0	1.3
55	COC(=O)Cn1c(-c2ccc(OC)c(OC)c2)nc2ccccc2c1=O	0.1	-1.3
56	O=C(NCCO)/C(=C\c1ccc([N+](=O)[O-])o1)NC(=O)c1ccccc1	0.0	-0.3

#	TEAD-YAP inh	MITF inh
49	2	6
50	-5	7
51	10	0
52	9	0
53	9	14
54	-1	6
55	0	-12
56	13	2

A draw from above in order of length of the SMILES, falling.
#	Molecule	FBW7 act	GPR151 activ
13	CC(C)n1cnc2c(NC3CCN(Cc4ccccc4)CC3)nc(N3CCN(Cc4ccc5c(c4)OCO5)CC3)nc21	-0.4	0.4
8	CC12c3ccccc3C(c3ccccc31)C1C(=O)N(c3ccc(C(=O)O)cc3)C(=O)C12 (centres undefined)	-0.1	-0.4
30	CCOC(=O)c1ccc(S(=O)(=O)N(CCO)Cc2cc3cc(C)ccc3[nH]c2=O)cc1	0.6	-2.3
47	O=C(CN1C(=O)NC(Cc2ccccc2)(Cc2ccccc2)C1=O)NCCc1ccccc1	-0.2	0.8
43	CCOC(=O)c1c(NC(=O)Cn2cnc3sc(C)c(C)c3c2=O)sc2c1CCCC2	-0.1	0.5
21	CCN(CC)c1ccc2cc(-c3nc(-c4ccc(C)cc4C)cs3)c(=O)oc2c1	0.0	0.0
44	CC12CCC(C(=O)N(CCCN3CCN(Cc4ccccc4)CC3)C1=O)C2(C)C (centres undefined)	0.0	-0.5
1	O=C(COC(=O)c1cc2ccccc2cc1O)c1ccc(OCc2ccccc2)cc1	-0.2	-0.1
42	Cc1cc(Br)ccc1NC(=O)Cn1cnc2scc(-c3ccccc3)c2c1=O	-0.1	1.0
29	O=C(Nc1cccc(F)c1)/C(=C/c1ccco1)NC(=O)c1ccco1	-0.1	-0.7

#	TEAD-YAP inh	MITF inh
13	12	26
8	9	-4
30	-1	3
47	3	-8
43	-3	7
21	-16	-21
44	6	16
1	-4	6
42	5	4
29	-7	-6

#	Molecule	FBW7 act	GPR151 activ
17	O=C(CSc1nnc(-c2c[nH]c3ccccc23)o1)NC1CCCC1	0.4	0.3
46	CC(C)OCCCNC(=O)C1CC(=O)N(c2ccc(Cl)cc2)C1 (centres undefined)	-0.2	1.0
34	c1ccc(OCCNc2cc(Nc3nccc4ccccc34)ncn2)cc1	0.1	-1.5
51	CC(C)Oc1ccc(C(=O)NC2CCS(=O)(=O)C2)cc1 (centres undefined)	0.0	0.8
10	Cc1ccc(CNC(=O)CN2CCC(C(N)=O)CC2)cc1	-0.1	0.3
41	Cn1c(=O)cc(NC2CC2)n(Cc2ccccc2)c1=O	0.1	1.1
50	CSc1cc(C)nc(N(C)C(C)=O)n1	-0.3	-0.9

#	TEAD-YAP inh	MITF inh
17	-20	6
46	-5	-6
34	-6	19
51	10	0
10	-2	7
41	2	-12
50	-5	7

One compound at a time, as listed above.
O=C(NCCO)/C(=C\c1ccc([N+](=O)[O-])o1)NC(=O)c1ccccc1 across the screens: FBW7 act = 0.0; GPR151 activ = -0.3; TEAD-YAP inh = 13; MITF inh = 2
CCOc1ccc(C2C(C(=O)Nc3ccc(C)cc3C)=C(C)Nc3nnnn32)cc1OC (centres undefined) across the screens: FBW7 act = 0.1; GPR151 activ = 2.1; TEAD-YAP inh = 9; MITF inh = 14

Next section.
#	Molecule	FBW7 act	GPR151 activ
57	O=C1NC(=S)/C(=C/c2ccc(Sc3ccccc3)o2)N1	0.0	0.2
58	CN1CCN(CCC(=O)N/N=C/c2cccc(Br)c2)CC1	0.2	-0.3
59	COc1ccc(-n2c(SCC(=O)NNC(C)=O)nnc2-c2cccnc2)cc1	-0.1	0.7
60	CCc1ccccc1NC(=S)N(Cc1cccc(Br)c1)CC1CCC(C(=O)O)CC1 (centres undefined)	-0.1	7.9*
61	CN1CCN(CC#CCC2(O)c3ccccc3-c3ccccc32)CC1	0.6	0.1
62	CC1=C(C(=O)OCCc2ccccc2)C(c2cccc([N+](=O)[O-])c2)NC(=O)N1C (centres undefined)	-0.4	0.7
63	O=C(CCNS(=O)(=O)c1cccs1)NC1CCN(Cc2ccccc2)CC1	0.0	-0.6
64	Nc1nc(-c2ccc(-n3nncc3-c3ccco3)cc2)cs1	-0.1	3.6

#	TEAD-YAP inh	MITF inh
57	7	-2
58	12	40
59	-6	10
60	11	2
61	2	1
62	-3	-3
63	7	-5
64	-17	1

(listing goes on)
#	Molecule	FBW7 act	GPR151 activ
65	Cn1nnc2c(N3CCC4(CC3)OCCO4)nc(Cc3ccc(Cl)cc3Cl)nc21	0.1	6.8*
66	CC1CNc2cc(Br)cc(Br)c2NC1=O (centres undefined)	0.0	0.9
67	O=C1C(c2ccccn2)=C(O)c2ccccc21	-0.3	-5.7
68	COc1ccc(C(=O)N/N=C/c2ccc(O)c3ncccc23)cc1	-0.1	-2.3
69	Cc1cc(C)c2oc(-c3ccc(NC(=O)COc4ccccc4C)cc3)nc2c1	0.7	-1.4
70	CCc1cccc(NCc2nnc3n2CCCCC3)c1	0.2	1.9
71	CCN(CC)c1nc(Nc2ccc(NC(C)=O)cc2)nc(Nc2ccncn2)n1	-0.1	1.8
72	O=C(Nc1ccc(Oc2ccccc2)cc1)c1ccc(F)c(S(=O)(=O)N2CCN(c3cccc(Cl)c3)CC2)c1	-0.1	1.7

#	TEAD-YAP inh	MITF inh
65	8	2
66	11	1
67	-16	7
68	7	100*
69	-13	2
70	-14	-4
71	1	2
72	41*	3

(listing goes on)
#	Molecule	FBW7 act	GPR151 activ
73	O=C(c1nc(-c2cccnc2)no1)N1CCN(c2ccccn2)CC1	-0.2	-1.8
74	O=C(Nc1ccc2nc3n(c(=O)c2c1)CCCCC3)c1ccc(Br)o1	0.2	-1.0
75	O=C1NN(c2ccc(F)cc2)C(=O)/C1=C\c1ccc(-c2ccc3c(c2)C(=O)NC3=O)o1	-0.1	-1.0
76	O=C(CSc1nc2ccccc2s1)N1c2ccccc2CCc2ccccc21	-0.1	-0.9
77	CCN=c1sc(CC(=O)O)c(-c2ccc(Cl)cc2)n1CC	-0.1	-0.4
78	CCCn1c(NC(=O)c2nc3nccc(C)n3n2)nc2ccccc21	-0.1	1.3
79	CCNC(=O)CCSc1nnc(-c2ccccc2C)o1	0.0	-3.7
80	O=C(NN=C1CCCCC1)c1cc2ccccc2cc1O	1.1	-1.3
81	OC/C=C/c1ccc(O)c(O)c1	-0.2	-0.7
82	CC1CCC(NC(=O)CN2CCN(Cc3cccc(Cl)c3)C2=O)CC1 (centres undefined)	-0.1	0.8
83	C=CCn1c(SCCc2ccccc2)nc2sc3c(c2c1=O)CCCC3	-0.3	0.0

#	TEAD-YAP inh	MITF inh
73	4	0
74	-26	3
75	2	2
76	9	0
77	-3	-4
78	-4	-1
79	-13	4
80	4	0
81	2	-11
82	-15	-5
83	7	-6
